UTI89 phage lysis: inhibition of K1F phage lysis, E. coli UTI89, bacterial capsule biogenesis inhibitors, alamar blue (AID 488966); E. coli UTI89 K1F phage lysis, alamar blue, 2 h; higher % means a stronger effect; one-dose inhibition, % at 100 µM; IC50 in µM for titrated hits; actives 0.02% (n = 340,000);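 active means phage lysis inhibition, versus mean bacterial control, above a set limit; inconclusive means no clear call, values can overlap the other calls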;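 further: capsule biogenesis inhibitors block K1F phage lysis so surviving cells raise fluorescence; higher fluorescence means more inhibition of phage lysis; actives were called in the ten point dose series up to 300 µM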
Myeloid diff MLP: induction of myeloid progenitor differentiation, primary screen, cell-based, flow cytometry, MLPCN library; ER-HoxA9 myeloid progenitors, lysozyme-GFP differentiation; calls only at 10 µM; actives 1% (n = 360,000);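 active means normalized GFP-positive differentiation at or above the plate's own cutoff, the solvent-only control mean plus 3 SD; inconclusive means no clear call, values can overlap the other calls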;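 further: cells exposed to compound for four days before flow analysis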
Myeloid diff MLP GFP+ MAC1+ %: further read-out of Myeloid diff MLP, marked with its call; GFP+ MAC1+ double positive, %; measured here: differentiation confirmed by MAC1 staining
Numbers without * were called inactive; i = inactive; ? = inconclusive; / = not tested or not shown; [ ] = remark or other dose.

SMILES	UTI89 phage lysis	Myeloid diff MLP	Myeloid diff MLP GFP+ MAC1+ %
O=[N+]([O-])c1cccc(C=NNC(=S)NC23CC4CC(CC(C4)C2)C3)c1	0.1%	i	0.5
COc1cccc(/C=C/C(=O)OCC(=O)c2c[nH]c3ccccc23)c1	0.5%[50 µM]	i	1.0
Cc1ccc(S(=O)(=O)N2CCC(C(=O)NCCC3=CCCCC3)CC2)cc1C	0.9%[50 µM]	i	1.4
CCCCCC(=O)Nc1ccc(C(=O)CN2C(=O)NC3(CCCCCC3)C2=O)cc1	1.2%[50 µM]	?	/
O=C(CSc1nncs1)Nc1ccc(Cl)cc1C(F)(F)F	0.4%[50 µM]	i	0.8
CC(Sc1ncnc2sc(-c3ccccc3)cc12)C(=O)NCC1CCCO1 (stereo unspecified)	-0.9%[50 µM]	i	0.7
O=C(Cc1c(F)cccc1Cl)NNC(=O)c1ccncc1	0.6%[50 µM]	i	0.6
CC(C)(C)OC(=O)N[C@H](C(=O)OC(C)(C)C)c1ccc(Br)cc1	-0.2%	i	1.0
c1ccc(Oc2ncnc3ccccc23)cc1	-3.4%	i	1.0
COc1cccc2c1cc1c(=O)n(CC(=O)N3CCCC3)nc(C)n12	0.1%	i	0.7
c1ccc(-c2cnc(C3CCCCC3)o2)cc1	-1.3%	i	1.0
CCCc1nc2sc3ccccc3c(=O)c2c(=O)n1Cc1ccccc1	0.3%	i	0.7
CC(=O)N1CCN(C(=O)CCNC(=O)c2ccc(Br)cc2)CC1	1.0%[50 µM]	i	0.3
CCN(CC)C(=O)[C@H]1C[C@H](CC(=O)NCC23CC4CC(CC(C4)C2)C3)C(=O)N2CCc3c([nH]c4ccc(Cl)cc34)[C@]12C	0.0%	i	0.2
Cc1ccccc1NC(=O)CCOc1ccccc1	-1.1%[50 µM]	i	0.8
Cc1cc(C(=O)NN=C2CCCC2)c2ccccc2n1	0.8%[50 µM]	i	1.1
COc1ccc(NC(=O)N(C)C[C@H]2Oc3ccc(NC(=O)Cn4cnnn4)cc3C(=O)N([C@H](C)CO)C[C@@H]2C)cc1	0.1%	i	1.6
CCOc1ccc(NC(=O)[C@@H]2CCCN2C(=O)c2cccs2)cc1S(=O)(=O)N1CCCCC1	0.7%[50 µM]	i	0.3
O=C(Cc1n[nH]c(=O)c2ccccc12)Nc1cccc(S(=O)(=O)N2CCCCCC2)c1	0.4%[50 µM]	i	1.3
CCCCC(O)(c1ccc(OC)cc1)C(CN1CCOCC1)c1ccccc1 (stereo unspecified)	0.0%	i	0.7
O=C(NCCNCc1cccc(Cl)c1)c1ccco1	-0.4%	i	2.5
CCOc1ccc(Oc2ccccc2NC(=O)C2=COCCO2)cc1	1.4%[50 µM]	i	1.2
C[C@@H]1COC(=O)[C@H](Cc2ccc(F)cc2)CC/C=C/C[C@@H](CC(=O)N[C@@H](CO)Cc2ccccc2)C(=O)N1	-1.0%	i	2.0
Cc1nc(SCc2nc3cc(Cl)c(F)cc3[nH]2)c2oc3ccccc3c2n1	0.5%	i	1.2
CC(=NNC(=S)N1CC2CCC(CC2)C1)c1ccncn1	5.7%	?	/
CC(OC(=O)C1CCN(c2ccc(C(F)(F)F)cn2)CC1)C(=O)NC1CCCCC1C (stereo unspecified)	0.6%[50 µM]	i	0.6
Cc1ccc(OCCNC(=O)c2cccc(S(=O)(=O)N3CCN(Cc4ccccc4)CC3)c2)cc1	0.2%[50 µM]	i	1.4
CN(C(=O)c1cccc(NC(=O)Cc2ccc(NC(=O)C3CCCN(C(=O)C4CCCCC4)C3)cc2)c1)C1CCC1 (stereo unspecified)	0.2%	i	0.4
C/C=C(\C)C(=O)O[C@@H]([C@H](O)c1cc2ccc(=O)oc2cc1OC)C(C)(C)O	1.4%	i	0.6
O=C1NC(=O)c2cc3ccccc3cc21	0.9%[50 µM]	i	0.3

Among those listed so far, 5 have a Cl atom.
SMILES	UTI89 phage lysis	Myeloid diff MLP	Myeloid diff MLP GFP+ MAC1+ %
O=C(CSc1nncs1)Nc1ccc(Cl)cc1C(F)(F)F	0.4%[50 µM]	i	0.8
O=C(Cc1c(F)cccc1Cl)NNC(=O)c1ccncc1	0.6%[50 µM]	i	0.6
CCN(CC)C(=O)[C@H]1C[C@H](CC(=O)NCC23CC4CC(CC(C4)C2)C3)C(=O)N2CCc3c([nH]c4ccc(Cl)cc34)[C@]12C	0.0%	i	0.2
O=C(NCCNCc1cccc(Cl)c1)c1ccco1	-0.4%	i	2.5
Cc1nc(SCc2nc3cc(Cl)c(F)cc3[nH]2)c2oc3ccccc3c2n1	0.5%	i	1.2

Next section.
SMILES	UTI89 phage lysis	Myeloid diff MLP	Myeloid diff MLP GFP+ MAC1+ %
CCCCC1=CC2=CC(=O)C(C)(OC(=O)CC)C(=O)C2=CO1 (stereo unspecified)	-0.1%	i	5.2
C[C@]12c3[nH]c4cc(-c5ccco5)ccc4c3CCN1C(=O)[C@@H](CC(=O)NCCC1=CCCCC1)C[C@@H]2C(=O)N1CCCCC1	0.1%	i	0.6
CN(Cc1ccccc1)C(=O)c1ccc(NC(=O)Cc2cccc(NC(=O)C3CCCN(C(=O)C4CCCC4)C3)c2)cc1 (stereo unspecified)	2.2%	i	1.2
CCN(CC)CCCn1c2c(c(SCC(=O)Nc3cccc4ccccc34)nc1=O)CCC2	5.3%[50 µM]	i	0.7
CCCCN1C(=O)C(=O)N(CC(=O)c2ccc3c(c2)OCO3)C1=O	0.5%[50 µM]	i	0.8
CC(=O)NCCc1ccc(C(=O)COC(=O)c2ccco2)cc1	1.3%	i	0.9
CCCCN(C1CCS(=O)(=O)C1)S(=O)(=O)c1ccc(OC)cc1 (stereo unspecified)	-0.9%	i	0.7
O=C(CN1C(=O)NC2(CCCC2)C1=O)OCc1c(F)cccc1Cl	1.8%[50 µM]	i	0.9
O=C(CN1CCN(C(=O)CNC(=O)c2ccc(N3CCCC3=O)cc2)CC1)Nc1ccccc1Cl	0.2%[50 µM]	i	0.4
O=C(COc1ccc(Cl)cc1Br)Nc1ccccc1N1CCCC1	0.3%[50 µM]	i	0.2
Cc1ccc(C(=O)O)cc1NC(=O)C1CCN(S(=O)(=O)c2ccc3c(c2)OCCO3)CC1	-0.9%	i	0.4
O=C(Nc1cc(Cl)ccc1N1CCOCC1)c1ccc(N2CCCCC2)c([N+](=O)[O-])c1	0.5%	i	0.6
CC(NC(=O)C12CC3CC(CC(C3)C1)C2)C(=O)NN=Cc1ccc([N+](=O)[O-])o1 (stereo unspecified)	-1.4%	i	0.2
CC1=C(C(=O)OCC2CCCCC2)C(c2ccc(O)cc2)NC(=O)N1 (stereo unspecified)	0.5%	i	0.3
O=C1C=C(c2ccc(Oc3ccccc3)cc2)C[C@@H](c2ccc3c(c2)OCO3)C1	2.2%	i	1.1
NC(=O)c1ccccc1N=Cc1cccnc1	3.6%	i	0.4
CCSc1ccc([C@@H]2[C@H]3C(=O)N(C)C(=O)[C@H]3[C@]3(C(=O)OC)CCCCN23)cc1	-1.0%	i	0.9
Cc1ccc(C(=O)OCC(=O)N2CCNC2=O)c(C)c1	0.3%[50 µM]	i	1.6
Cc1ccccc1NC(=O)COC(=O)CCC(=O)c1cccs1	0.7%[50 µM]	i	0.7
CCOc1ccccc1NC(=O)CSc1n[nH]c(=O)n1-c1ccccc1	-0.9%	i	0.9
COc1ccc(C(=O)NCc2ccc3c(c2)OCO3)cc1S(=O)(=O)N1CCCC1	0.2%[50 µM]	i	1.0
Cc1ccc(/C=C/C(=O)OCC(=O)Nc2ccc3[nH]c(=O)[nH]c3c2)o1	1.2%[50 µM]	i	0.9
Cc1ccc(-n2c(SCC(=O)c3c(N)n(C4CC4)c(=O)[nH]c3=O)nnc2N2CCOCC2)cc1	1.2%[50 µM]	i	0.5
CN(CC(=O)Nc1cccc(F)c1)C(=O)C1CSC2(C)CCC(=O)N12 (stereo unspecified)	0.6%[50 µM]	i	2.1
CCOC(=O)C1=C(c2ccccc2)c2ccccc2N(S(=O)(=O)C(F)(F)F)C1C(=O)OCC (stereo unspecified)	-0.3%	i	2.6
COc1cccc(C(=O)Nc2cccc(-c3ccc(N4CCOCC4)nn3)c2)c1OC	-0.6%[50 µM]	i	1.5
COCCNC(=O)[C@@H]1CCCN1S(=O)(=O)c1cccc2cccnc12	0.7%	i	0.3
NC(=O)c1ccccc1NCC(=O)c1ccc(Cl)cc1	0.2%	i	0.1
NC(=O)c1ccsc1NC(=O)CN1C(=O)NC2(CCCC2)C1=O	-3.9%	i	1.5
CCc1nnc(SCc2ccc([N+](=O)[O-])cc2)nc1CC	-3.2%	i	1.4
COc1ccc(S(=O)(=O)N2CCCCCC2)cc1C(=O)Nc1cc(C)ccn1	4.6%	i	1.0
CC1CC(C)CN(C(=O)COC(=O)c2ccc(N3CCCC3=O)cc2)C1 (stereo unspecified)	0.4%[50 µM]	i	0.2
O=C(CN1CCN(c2ccc(O)cc2)CC1)Nc1ccc2c(c1)OCCCO2	-0.2%[50 µM]	i	0.6
Cn1c(-c2ccccc2)cnc1NCc1cc(Cl)ccc1O	0.3%	i	0.3
Cc1cc(C)n2nc(SCC(=O)N3CCC(C(=O)O)CC3)nc2n1	-3.2%	i	1.3
CC(C)n1cnnc1SCC(=O)NC(=O)c1ccccc1	1.8%[50 µM]	i	1.0
COc1cc(CNC(=O)c2cc(C(=O)NCc3cc(OC)cc(OC)c3)n(C)n2)cc(OC)c1	-0.1%[50 µM]	i	1.5
CCOC(=O)c1c(C)[nH]c(C(=O)OCC(=O)NCc2ccc(F)cc2)c1C	0.6%[50 µM]	i	0.4
O=C(COC(=O)c1cccs1)Nc1nnc(-c2ccccc2)o1	0.1%[50 µM]	i	0.3
CCOc1ccccc1C(=O)NCC(=O)Nc1ncccc1C	-1.1%	i	0.8
CCCn1c2ccccc2c2cnn(CC(=O)O)c(=O)c21	-0.1%	i	0.3
CC(C)(C)OC(=O)n1cc(CCO)c2ccccc21	0.5%	i	1.0
O=C1CCC(c2ccc3ccccc3c2)O1 (stereo unspecified)	-1.0%	i	3.1
COc1ccc(S(=O)(=O)N2CCCCC2)cc1NC(=O)CNc1ccc(F)cc1C	0.6%[50 µM]	i	1.0
CCOC(=O)C1CC2=C(CCCC2=O)NC1=O (stereo unspecified)	0.0%	i	0.1

The final four compounds of the section before lead into the next:
SMILES	UTI89 phage lysis	Myeloid diff MLP	Myeloid diff MLP GFP+ MAC1+ %
CC(C)(C)OC(=O)n1cc(CCO)c2ccccc21	0.5%	i	1.0
O=C1CCC(c2ccc3ccccc3c2)O1 (stereo unspecified)	-1.0%	i	3.1
COc1ccc(S(=O)(=O)N2CCCCC2)cc1NC(=O)CNc1ccc(F)cc1C	0.6%[50 µM]	i	1.0
CCOC(=O)C1CC2=C(CCCC2=O)NC1=O (stereo unspecified)	0.0%	i	0.1
CCOC(=O)[C@H]1[C@H]2COc3ccc(C)cc3[C@@H]2N2C(=O)CN(Cc3ccc(F)cc3)C(=O)[C@@]12C	-0.2%	i	0.7
COc1cc(OC)cc(-c2c(-c3ccc(F)cc3)c3cc(Br)ccc3n2C)c1	1.6%	i	0.9
Cc1ccc(/C=C/C(=O)OCC(=O)N(CC(C)C)c2c(N)n(Cc3ccccc3)c(=O)[nH]c2=O)o1	-2.5%	i	1.4
Cc1ccsc1C(=O)N1CCN(S(=O)(=O)c2cccc(F)c2)CC1	0.6%[50 µM]	i	0.2
O=[N+]([O-])c1ccc(NN=C(c2ccccc2)c2ccccc2)nc1	-0.2%	i	0.6
COc1ccccc1-c1nnc(SCC(=O)NC2CCCCC2)n1N	?	i	0.9
Cc1ccc(S(=O)(=O)N2CCOCC2)cc1NC(=O)CSCc1c(C)noc1C	0.7%[50 µM]	i	0.7
COc1ccccc1CNS(=O)(=O)CCNCc1ccco1	0.2%	i	0.1
C#CCOCCOCCOCCNc1nc(N2CCN(C(=O)CCCCCCCCCCNC(=O)[C@H](CO)n3cc(CCCSC)nn3)CC2)nc(N2CCN(C(=O)CCCCCCCCCCNC(=O)[C@H](CCCCN)n3cc(CCO)nn3)CC2)n1	-2.3%	i	3.2
CC(=O)NC(C)c1cc(Cl)c2cccnc2c1O (stereo unspecified)	-0.9%	i	5.8
COc1cc(N)c2ncccc2c1Cl	-1.4%	i	3.4
COC(=O)[C@@]1(C)[C@H]2C(=O)N(Cc3ccccc3)C(=O)[C@H]2[C@H]2CN=C(SCc3ccc(Cl)cc3)N21	0.4%	i	1.4
C[C@H](CO)N1C[C@H](C)[C@@H](CN(C)C(=O)Nc2ccccc2)Oc2ccc(NS(=O)(=O)c3ccc(F)cc3)cc2C1=O	0.7%	i	0.7
CC(=O)Nc1cccc(C(=O)OCC(=O)Nc2ccc(Cl)cn2)c1	0.6%[50 µM]	i	0.7
O=C(COC(=O)c1ccc(Cl)c(S(=O)(=O)N2CCOCC2)c1)NCc1ccco1	0.7%[50 µM]	i	0.2
O=c1cc(-c2ccccc2)oc2ccccc12	5.7%	i	1.5
C=CC1=C2C=C(C3CC3)N(CC3CC3)C=C2C(=O)C(C)(OC(=O)c2ccco2)C1=O (stereo unspecified)	0.8%	i	0.8
COc1ccc(COC(=O)c2sc3nc4n(c(=O)c3c2C)CCC4)cc1	0.0%	i	0.6
NC(=O)C1C2CCC(C2)C1C(N)=O (stereo unspecified)	4.1%	i	1.4
Cn1ccsc1=NC(=O)c1cc(S(=O)(=O)N2CCOCC2)ccc1Cl	1.1%[50 µM]	i	0.5
O=C(CN1C(=O)NC2(CCc3ccccc32)C1=O)Nc1cccc(F)c1 (stereo unspecified)	0.6%[50 µM]	i	1.4
O=c1c(Br)ccc(Br)cc1Br	-3.5%	?	/

High-throughput results as filed in PubChem BioAssay.

Some of the compounds tested; count on the stated rates, not on these rows.
